Screens from PubChem.
ssDAF-12 act: activators of S. stercoralis DAF-12 nuclear receptor; activation, % at 6.8 µM; HEK293 ssDAF-12/GRIP1 lit1-tk-luc reporter, luminescence; % of 3 µM dafachronic acid response; AID 652126; 1% of 370,000 active;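 active means activation above the mean over all tested compounds plus 3 SD, cut at about 0.9% in these data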;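 further: 0% = DMSO-only wells and 100% = 3 µM delta7-dafachronic acid wells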
DAX1 inh-1: NR0B1 (DAX1) inhibition; 0.99% of 340,000 active; P51843; inhibition, % at 6.75 µM; AID 504766; HEK293 Gal4-DAX1 luciferase reporter, luminescence;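 active means inhibition above the mean over all tested compounds plus 3 SD, cut at about 4.2% in these data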;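 further: 0% = DAX1-transfected cells with DMSO and 100% = empty-vector control cells with DMSO; inhibition shows as a rise in luminescence from relieved DAX1 repression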
PG9 binder: binds the HIV-1 gp120 antibody PG9. TR-FRET gp120-PG9 antibody binding. inhibition, % at 6.7 µM. 0.43% of 360,000 active. AID 624416; in the data active means inhibition above about 8.5%
HGIII-sPLA2 inh: Blocks human group III sPLA2 activity; Q9NZ20; QFRET BODIPY PC-A2 liposome hydrolysis, fluorescence; inhibition, % at 12.2 µM; 0.56% of 370,000 active;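 active means inhibition above mean plus 3 SD of compounds lying within the high and low control bounds, cut at about 19% in these data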;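 further: 0% = median of test compound wells and 100% = no enzyme DMSO wells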
NR1D1 modulator: Rev-erb alpha (human) modulation | activity, % at 10 µM | 0.79% of 370,000 active | Rev-erbα–FITC-DNA binding, fluorescence polarization, 90 min | AID 1259318 | P20393;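 active means activity above about 14%, limit read from the data; passing the limit was not always enough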;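 further: 0% = DMSO wells with 35 nM protein and 100% = DMSO wells with 750 nM protein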
hcDAF-12 act: H. contortus DAF-12 activation, primary screen; HEK293 hcDAF-12 lit1-tk-luc reporter, luminescence; 0% DMSO, 100% Δ7-dafachronic acid; activation, % at 6.8 µM; 1.4% of 370,000 active;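 active means activation above the mean of all tested compounds plus 3 SD, cut at about 5.5% in these data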;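 further: 100% = response to 3 µM Δ7-dafachronic acid high control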
hgDAF-12 ag: activates the H. glycines DAF-12 receptor ligand-binding domain. 1.8% of 370,000 active. HEK293 GAL4-hgDAF12 UAS-luciferase reporter, agonist luminescence; normalized to butyrate control. activation, % at 6.8 µM. AID 687014;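 active means activation above a cutoff set at the mean of all screened compounds plus 3 SD, cut at about 10% in these data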;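 further: 0% = DMSO wells and 100% = sodium butyrate wells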
DAX1 inh-2: blocks DAX1 repression of SF-1 activated StAR promoter. inhibition, % at 6.8 µM. AID 652010. HEK293T StAR-luciferase reporter, SF-1/DAX-1 repression relief. 1.1% of 370,000 active;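 active means inhibition above the mean over all tested compounds plus 3 SD, cut at about 3.6% in these data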;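 further: 0% = DAX-1 cells with DMSO and 100% = cells lacking DAX-1 with DMSO; higher inhibition means more luminescence from relief of DAX-1 repression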
PLCb3 inh: inhibitors of human phospholipase C beta3 | 0.18% of 370,000 active | Q01970 | Purified PLC-beta3, fluorogenic substrate, fluorescence | inhibition, % at 12.2 µM; in the data active means inhibition above about 11%;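 further: 0% = median of compound wells on plate and 100% = full blocker control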
Target sequence (Q01970 whole entry, looked up): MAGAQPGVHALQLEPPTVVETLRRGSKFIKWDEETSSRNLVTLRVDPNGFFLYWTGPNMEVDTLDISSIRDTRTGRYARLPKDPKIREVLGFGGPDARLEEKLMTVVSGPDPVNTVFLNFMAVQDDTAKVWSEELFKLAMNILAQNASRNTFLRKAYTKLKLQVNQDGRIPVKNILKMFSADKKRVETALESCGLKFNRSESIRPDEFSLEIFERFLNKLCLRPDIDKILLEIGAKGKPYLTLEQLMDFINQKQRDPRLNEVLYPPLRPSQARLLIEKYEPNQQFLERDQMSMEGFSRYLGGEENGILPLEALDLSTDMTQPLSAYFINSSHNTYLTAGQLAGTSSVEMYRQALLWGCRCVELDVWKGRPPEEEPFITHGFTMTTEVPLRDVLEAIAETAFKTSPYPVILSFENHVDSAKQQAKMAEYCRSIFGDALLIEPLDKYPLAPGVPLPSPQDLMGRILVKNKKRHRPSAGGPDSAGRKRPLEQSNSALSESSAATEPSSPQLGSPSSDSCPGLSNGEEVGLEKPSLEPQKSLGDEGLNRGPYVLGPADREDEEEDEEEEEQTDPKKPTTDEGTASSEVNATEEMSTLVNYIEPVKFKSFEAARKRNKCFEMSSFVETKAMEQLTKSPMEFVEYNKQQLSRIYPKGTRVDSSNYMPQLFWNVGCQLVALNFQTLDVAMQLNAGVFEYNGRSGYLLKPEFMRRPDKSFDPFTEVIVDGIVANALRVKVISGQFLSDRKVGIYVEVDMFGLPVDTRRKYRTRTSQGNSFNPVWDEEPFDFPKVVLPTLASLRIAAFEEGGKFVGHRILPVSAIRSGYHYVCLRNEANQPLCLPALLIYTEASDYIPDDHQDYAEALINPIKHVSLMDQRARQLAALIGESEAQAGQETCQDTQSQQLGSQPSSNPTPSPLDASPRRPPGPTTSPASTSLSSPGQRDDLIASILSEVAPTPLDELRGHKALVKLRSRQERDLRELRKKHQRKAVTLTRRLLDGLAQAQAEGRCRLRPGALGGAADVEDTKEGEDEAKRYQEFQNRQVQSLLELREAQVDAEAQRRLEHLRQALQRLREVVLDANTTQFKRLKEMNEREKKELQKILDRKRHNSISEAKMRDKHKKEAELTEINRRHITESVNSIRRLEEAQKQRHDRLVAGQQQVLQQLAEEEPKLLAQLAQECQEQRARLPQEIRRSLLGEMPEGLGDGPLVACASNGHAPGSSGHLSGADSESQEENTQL
GAA850 FXN act: activators of GAA850 frataxin (FXN) promoter | HEK293 lucGAA850 FXN promoter luciferase reporter, 24 h; percent of 10 µM SAHA response | activation, % at 6 µM | 0.56% of 360,000 active;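 active means activation above the average of all compounds screened plus 3 SD, cutoff fixed separately per campaign, cut at about 7.5% in these data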;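 further: 0% = DMSO wells and 100% = 10 µM SAHA wells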
SMARCA2 activ: SMARCA2 function activation, primary screen; MG213 cells, MMTV-luciferase reporter, dexamethasone, overnight; activation, % at 9.1 µM; 1% of 370,000 active; AID 652017; in the data active means activation above about 7.8%;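 further: 0% = vehicle wells and 100% = reference activator wells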
An asterisk follows results filed as active; x = not tested or not shown.

SMILES | ssDAF-12 act | DAX1 inh-1 | PG9 binder | HGIII-sPLA2 inh | NR1D1 modulator | hcDAF-12 act | hgDAF-12 ag | DAX1 inh-2 | PLCb3 inh | GAA850 FXN act | SMARCA2 activ
COC(=O)c1ccc(NC(=O)Cc2ccccc2)cc1 | -0.8 | -0.2 | 0.3 | -3 | -2 | 3.4 | 5.6 | 1.3 | 3 | 4.0 | 3
COc1ccc(NC(=O)CCN2CCCCCC2)cc1 | -1.2 | 1.1 | -1.2 | -4 | 2 | -0.3 | 0.5 | -0.4 | -1 | 3.1 | -4
CCN1C(=O)c2ccccc2S(=O)c2ccc(C(=O)N3CCN(C(=O)c4ccco4)CC3)cc21 (stereo unspecified) | -1.0 | -0.3 | -2.7 | 6 | -8 | -0.1 | -0.6 | 0.5 | -1 | 1.1 | -5
Cc1ccc(N2CC(C)Cn3c2nc2c3c(=O)n(CC(=O)OCc3ccccc3)c(=O)n2C)cc1C (stereo unspecified) | -1.8 | 1.1 | -0.4 | -6 | -3 | -0.9 | -1.5 | -0.4 | 4 | -2.1 | -1
COc1cccc(CN(C)C(=O)C2CC(=O)N(c3ccc4c(c3)OCCO4)C2)c1 (stereo unspecified) | -1.5 | 3.6 | -0.2 | -2 | 0 | 1.4 | -0.1 | -0.2 | -4 | -0.9 | -1
COc1ccc(/C(C)=N/NC(=O)CNC(=O)c2ccco2)cc1 | -0.8 | 0.1 | -1.9 | 2 | 6 | -1.5 | -0.1 | 0.2 | -4 | -0.5 | 4
Cc1nc(N2CCOCC2)sc1C(=O)NN | -2.0 | -0.4 | -1.3 | 1 | 8 | -2.2 | -4.6 | -1.5 | -39 | 2.1 | -1
Cc1ccccc1C(=O)N[C@H](C(=O)N1CCC[C@H]1C(=O)NCCc1ccccc1Cl)c1ccccc1 | -0.4 | x | -1.6 | -8 | -3 | -1.6 | 2.3 | 0.2 | 1 | x | -2
CCOc1ccc(CNC(=O)CCC(=O)N2CCSc3ccccc32)cc1 | -0.5 | -0.2 | 2.3 | 10 | 1 | 0.0 | 2.6 | -1.2 | -2 | 1.5 | -3
CCc1cc2c(=O)n(-c3ccc(Br)cc3)cnc2s1 | -0.1 | 1.5 | 0.8 | 3 | 6 | 3.8 | 4.3 | 1.2 | 7 | 2.3 | 3
CC(C)Cc1ccc(CN2CCC(n3nccc3NC(=O)C3CCCC3)CC2)cc1 | -0.9 | 0.6 | -1.9 | -16 | -3 | 3.0 | -0.8 | 1.1 | -4 | -1.2 | 1
Cc1ccc(NC(=O)CN(C)CC(=O)Nc2sc3c(c2C(N)=O)CCC3)cc1 | -1.4 | -0.5 | -0.4 | -15 | -3 | -3.2 | -4.7 | -2.6 | -22 | 0.8 | -5
CC[C@@H]1CCC[C@@H](O)[C@@H](C)C(=O)O[C@H](C)[C@@H](C)C/C=C(C)/C(OC)=C\C(=O)N(C)C([C@@H](C)CC)C(=O)N(C)[C@@H](C(C)C)C(=O)N(C)[C@@H](COC)C(=O)N2CCC[C@H]2C(=O)N(C)[C@@H](C(C)C)C(=O)N2CCC[C@H]2C(=O)O1 (stereo partly specified) | -2.4 | x | -1.1 | -15 | -4 | -6.2 | -14 | -8.4 | 6 | x | -7
COc1cccc(N=Cc2c[nH][nH]c2=O)c1 | 0.4 | 0.9 | -1.8 | 1 | 2 | 0.7 | 2.2 | 0.2 | -1 | 0.5 | 0
CCCOc1ccc(-c2nnn(CC(=O)Nc3cccc(C(=O)OC)c3)n2)cc1 | -1.1 | 2.0 | 0.2 | -9 | 0 | -0.8 | -0.7 | 0.2 | 2 | 0.0 | -1
COc1ccccc1CNC(=O)C1CCN(C(=O)[C@@H]2Cc3ccccc3CN2)CC1 | -1.0 | -0.1 | -0.9 | 2 | -4 | 2.0 | 4.0 | -0.2 | -12 | -1.2 | 2
COc1cc2c(cc1OC)/C(=C/C(=O)c1ccc(C)cc1)NCC2 | -1.3 | 0.8 | 0.9 | 6 | -2 | -2.7 | -2.1 | 0.3 | -93 | 8.2* | 2
CCCn1c(=O)c2ccccc2n2c(SCc3nc4ccccc4s3)nnc12 | 1.1* | 0.8 | -0.5 | 11 | 6 | 9.5* | 8.1 | 3.7* | -17 | 6.8 | 3
c1ccc(N2CCOCCOCCOCCOCC2)cc1 | -1.3 | 0.5 | 0.5 | 8 | -4 | -1.7 | -1.0 | 0.3 | 5 | 0.5 | -7
COc1cc(C(=O)NCCc2ccccc2)ccc1OCC(=O)N1CCOCC1 | -1.4 | 1.1 | 0.6 | 5 | 6 | -0.7 | 3.7 | -0.7 | -4 | 1.1 | -3
Cc1cccc(/C=C(\C(=O)C(=O)O)c2ccc3ccccc3n2)c1 | 1.8* | 0.9 | -1.0 | -41 | 4 | 11* | 21* | 3.4 | -15 | 3.6 | 2
COc1ccc(CCNC(=O)CNC(=O)Cn2ccc3ccccc3c2=O)cc1OC | -0.8 | 1.1 | -1.9 | 5 | -1 | -0.3 | -0.7 | 0.0 | -7 | 1.3 | -3
C[C@H]1COC(=O)[C@H](Cc2ccc(F)cc2)CC/C=C/C[C@@H](CC(=O)N[C@@H](CO)Cc2ccccc2)C(=O)N1 | -1.1 | 0.8 | -0.5 | -10 | 0 | 0.0 | 0.7 | 0.2 | 0 | -0.8 | 1
CC(=O)N[C@H]1[C@H](Oc2ccc3c(c2)CCC2C3CC[C@]3(C)C(=O)CCC23)O[C@H](CO)[C@@H](O)[C@@H]1O (stereo partly specified) | -1.1 | -0.3 | 0.0 | -5 | -5 | 0.0 | -1.3 | -0.1 | -4 | 4.1 | -1
O=C(O)c1cccc(Nc2nc3ccccc3nc2NS(=O)(=O)c2cccs2)c1 | -0.7 | 0.6 | 2.7 | 2 | -5 | -0.5 | 0.9 | 1.3 | -17 | -2.2 | -1
O=C(Nc1ccc2c(c1)OCCO2)C1CCN(C(=O)c2ccc([N+](=O)[O-])cc2)CC1 | -0.8 | -1.5 | 4.0 | 1 | 9 | 0.7 | -2.8 | -0.5 | -2 | -1.1 | 0
Oc1ccc(-n2cccc2/C=N/n2cnnc2)cc1 | -1.2 | -0.2 | -1.6 | -3 | -5 | 2.4 | -2.6 | -0.5 | 1 | 2.3 | 1
CCCNC(=O)C1(C)CCCN(Cc2cccc(C(F)(F)F)c2)C1 (stereo unspecified) | -1.0 | x | -1.5 | -1 | 0 | 0.8 | 0.4 | -0.3 | -1 | 0.2 | -7
CCc1c(O)c(/C(C)=N\O)c(=O)n(-c2ccccc2)c1-c1ccccc1 | -1.6 | -1.1 | -1.7 | -11 | -5 | -0.2 | 0.5 | 0.1 | -33 | -1.3 | -2
COc1cccc(C(=O)NCC(=O)NCc2cc(=O)n(C)c(=O)n2C)c1 | -0.5 | 0.3 | 0.5 | 5 | 0 | 0.6 | 0.8 | 0.1 | 1 | 0.7 | -3
CNC(=O)c1ccsc1NC(=O)CN1C(=O)CCC1=O | -1.1 | -0.4 | -1.1 | 9 | -4 | -1.2 | -0.2 | 0.6 | -3 | 1.2 | -2
CCOC(=O)Cc1nn(C)c(=O)c2ccccc12 | -1.2 | -0.4 | -0.6 | 3 | -3 | -1.4 | -0.6 | -0.4 | 0 | 1.0 | -2
O=C(CSc1ccc(Cl)cc1)Nc1cccc(-c2nnc(-c3ccco3)o2)c1 | -0.3 | -0.3 | 2.9 | 10 | 0 | -1.4 | 3.8 | 0.8 | 0 | 3.5 | -2
CC(C)C(=O)NC(=O)COC(=O)/C=C/c1cccs1 | -1.4 | 0.5 | -1.7 | 6 | 0 | -0.9 | -1.4 | -0.7 | -5 | 0.6 | -3
O=C(NC(=O)c1ccccc1Cl)Nc1ccc(-c2cnco2)cc1 | -1.3 | 0.6 | -3.3 | 8 | -19 | -1.0 | 1.4 | -0.1 | -8 | 0.1 | -2
CCCC(=O)Nc1ccc(N2CCN(C(=O)c3cc4ccccc4o3)CC2)cc1 | -0.9 | -1.9 | -3.7 | 9 | 1 | -3.8 | 1.1 | -0.4 | 2 | -1.0 | -5
Cc1ccc(NC(=O)CCC(=O)N/N=C/c2cccs2)cc1C | -1.4 | 0.5 | 0.3 | -10 | 5 | -1.1 | 4.5 | -0.3 | 1 | 0.5 | -2
CSc1ccc(S(=O)(=O)Nc2ccc(NC(C)=O)cc2)cc1 | -1.0 | -0.9 | 2.1 | -6 | 1 | -0.4 | -0.9 | -0.4 | 1 | -1.9 | 0
O=C(c1ccc2c(c1)OCO2)N1CCC2(CC1)Oc1ccc(Cl)cc1C(=O)C21CC(c2ccccc2)=NO1 (stereo unspecified) | -1.5 | -0.5 | -0.3 | 4 | 1 | -0.8 | 1.3 | 0.2 | -1 | -0.5 | 1
CCC(=O)c1ccc(OCC(=O)OCC(=O)N(CCC#N)c2ccc3c(c2)OCCO3)cc1 | -1.4 | -0.5 | -1.9 | -3 | -9 | 0.5 | -0.5 | -1.3 | 3 | -2.4 | -3
CC(C)NC(=S)NC(=O)c1ccc(Cl)cc1Cl | -0.1 | -1.0 | 1.1 | 15 | 0 | 5.7* | 4.1 | 0.5 | -2 | 4.0 | -4
CC(=O)c1cc(CN2CCC(C(=O)Nc3ccc(-n4nc(C)cc4C)cc3)CC2)cs1 | -1.0 | -1.3 | 0.5 | -11 | -4 | -3.6 | -2.9 | -2.4 | -9 | -1.4 | -4
COCCC(=O)N1CCC(C(=O)Nc2ccc(Oc3ccccc3)nc2)CC1 | -0.8 | 0.3 | -0.4 | 11 | -4 | 5.8* | 3.5 | 0.0 | -7 | 2.5 | -2
Cc1nc(N)sc1Cc1ccc2c(c1)OCO2 | -1.2 | 1.0 | -2.1 | 1 | 3 | -1.1 | -0.9 | -0.2 | -2 | 2.4 | 3
COC(=O)c1sc(S(=O)(=O)NCCC(=O)O)c(C(=O)OC)c1C | -1.4 | 0.7 | 0.3 | 1 | -1 | 0.7 | -2.9 | 0.7 | -2 | 2.7 | -3
C/C(=N\NC(=O)c1cccc(S(=O)(=O)N2CCCC2)c1)c1ccco1 | -1.4 | 0.7 | -1.5 | 4 | -4 | -0.9 | -2.5 | 0.3 | -1 | 0.6 | -3
Cc1ccsc1/C=C1\SC(N)=NC1=O | -1.0 | 0.3 | -9.9 | -8 | 1 | 0.8 | 6.9 | 1.0 | 9 | 2.3 | 3
O=C(/C=C/c1ccccc1)N/C(=C/c1ccccc1)C(=O)N1CCCCC1 | -0.8 | 1.5 | 0.8 | 6 | -6 | -2.5 | 0.8 | -0.2 | 1 | -0.7 | -2
O=[N+]([O-])c1c(Nc2ccccc2)ccc2nonc12 | -0.8 | -0.3 | 0.6 | 7 | -1 | -0.8 | 1.1 | 0.6 | 7 | 4.5 | 4
